Compound activity deposited in PubChem by Sanford-Burnham Center for Chemical Genomics.
SENP8 block-1: SENP8 protease inhibitors, primary screen, biochemical, luminescence; Sentrin-specific protease 8 (Homo sapiens), Q96LD8; purified SENP8, Z-RLRGG-aminoluciferin cleavage; inhibition, % at 10 µM; 330,000 tested, 1.2% active; AID 2540, 2010; in the data active = inhibition above about 50%
SENP8 block-2: human SENP8 protease inhibitors, primary screen, biochemical, fluorescence, Nedd8 protein substrate, uHTS | recombinant SENP8 | inhibition, % at 20 µM | 360,000 tested, 0.64% active | AID 602440, 2012; in the data active = inhibition mostly above about 40%, no sharp cut-off; inactive = mostly below about 27%
SENP6 inh: SENP6 protease inhibitors, primary screen, biochemical, luminescence, uHTS; Sentrin-specific protease 6 (Homo sapiens), Q9GZR1; Recombinant SENP6 catalytic domain, aminoluciferin luminescence; 330,000 tested, 1.8% active; AID 2599, 2010; inhibition, % at 10 µM;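 active = inhibition above about 50% at the single tested dose, limit read from the data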;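 note: plate controls were DMSO wells with enzyme for no effect and DMSO wells lacking enzyme for full effect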
PfGluPho inh: PfG6PD enzyme inhibitors, primary screen, biochemical, fluorescence intensity, uHTS; glucose-6-phosphate dehydrogenase-6-phosphogluconolactonase (Plasmodium falciparum 3D7); PfGluPho enzyme, NADPH resazurin-diaphorase fluorescence; inhibition, % at 20 µM; 350,000 tested, 0.78% active;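 active = inhibition reaching at least a set limit at 20 µM in the primary screen, cut at about 59% in these data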;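 note: 0% = DMSO wells with substrate and 100% = DMSO wells lacking glucose-6-phosphate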
SENP1 FRET inh: human SENP1 catalytic domain inhibitors, primary screen, biochemical, FRET, uHTS | Sentrin-specific protease 1 (Homo sapiens), Q9P0U3 | recombinant SENP1 catalytic domain, CyPet-SUMO1-YPet FRET cleavage | inhibition, % at 10 µM | 360,000 tested, 0.21% active;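 active = inhibition at least 30% at 10 µM, raw YFP signal under a set limit, fluorescence ratio 0.5 to 1.5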;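 note: 0% = enzyme with DMSO and 100% = no enzyme wells; some results filed as inactive read as strong as hits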
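Material – human SENP1 catalytic domain · Input – SENP1 enzyme, 20 pM final · Compound dosing – single concentration of 10 µM compound, 0.5% DMSO final · Timing – enzyme reaction for 50 min at room temperature, dark · Measured by – FRET fluorescence in CFP and YFP emission channels · Control set – no-enzyme wells low, DMSO-plus-enzyme wells high control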
HKDC1 inh: HKDC1 hexokinase inhibitors, primary screen, biochemical, fluorescence, uHTS. AID 493160, 2011. 340,000 tested, 0.16% active. inhibition, % at 20 µM. Q2TB90. recombinant HKDC1, G6PDH/diaphorase resazurin coupled fluorescence;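 active = inhibition above about 35% when tested at 20 µM, limit read from the data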;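 note: plate controls were DMSO wells with enzyme for no effect and DMSO wells lacking enzyme for full effect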
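Test system: Recombinant HKDC1 (HK5) hexokinase enzyme, produced in-house | Input: HKDC1 at 5 µg/mL | Buffer or medium: Tris pH 8.0 buffer with MgCl2, Tween-20, BSA, BME | Schedule: 90 min reaction incubation at room temperature, dark | Technique: Resazurin-to-resorufin fluorescence via G6PDH and diaphorase coupling, 525/613 nm | Controls: DMSO wells with and without enzyme mix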
Apaf1 inhib: inhibitors of human Apaf-1 apoptosome, primary screen, biochemical, DEVD-Rh110 fluorescence, uHTS; reconstituted apoptosome caspase-3 activity; inhibition, % at 20 µM; 330,000 tested, 0.71% active; AID 489030, 2010; active = inhibition of at least 40% at 20 µM;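 note: plate controls were DMSO wells for no effect and DEVD-CHO caspase inhibitor wells for full effect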
Target sequence (O14727 whole entry, looked up): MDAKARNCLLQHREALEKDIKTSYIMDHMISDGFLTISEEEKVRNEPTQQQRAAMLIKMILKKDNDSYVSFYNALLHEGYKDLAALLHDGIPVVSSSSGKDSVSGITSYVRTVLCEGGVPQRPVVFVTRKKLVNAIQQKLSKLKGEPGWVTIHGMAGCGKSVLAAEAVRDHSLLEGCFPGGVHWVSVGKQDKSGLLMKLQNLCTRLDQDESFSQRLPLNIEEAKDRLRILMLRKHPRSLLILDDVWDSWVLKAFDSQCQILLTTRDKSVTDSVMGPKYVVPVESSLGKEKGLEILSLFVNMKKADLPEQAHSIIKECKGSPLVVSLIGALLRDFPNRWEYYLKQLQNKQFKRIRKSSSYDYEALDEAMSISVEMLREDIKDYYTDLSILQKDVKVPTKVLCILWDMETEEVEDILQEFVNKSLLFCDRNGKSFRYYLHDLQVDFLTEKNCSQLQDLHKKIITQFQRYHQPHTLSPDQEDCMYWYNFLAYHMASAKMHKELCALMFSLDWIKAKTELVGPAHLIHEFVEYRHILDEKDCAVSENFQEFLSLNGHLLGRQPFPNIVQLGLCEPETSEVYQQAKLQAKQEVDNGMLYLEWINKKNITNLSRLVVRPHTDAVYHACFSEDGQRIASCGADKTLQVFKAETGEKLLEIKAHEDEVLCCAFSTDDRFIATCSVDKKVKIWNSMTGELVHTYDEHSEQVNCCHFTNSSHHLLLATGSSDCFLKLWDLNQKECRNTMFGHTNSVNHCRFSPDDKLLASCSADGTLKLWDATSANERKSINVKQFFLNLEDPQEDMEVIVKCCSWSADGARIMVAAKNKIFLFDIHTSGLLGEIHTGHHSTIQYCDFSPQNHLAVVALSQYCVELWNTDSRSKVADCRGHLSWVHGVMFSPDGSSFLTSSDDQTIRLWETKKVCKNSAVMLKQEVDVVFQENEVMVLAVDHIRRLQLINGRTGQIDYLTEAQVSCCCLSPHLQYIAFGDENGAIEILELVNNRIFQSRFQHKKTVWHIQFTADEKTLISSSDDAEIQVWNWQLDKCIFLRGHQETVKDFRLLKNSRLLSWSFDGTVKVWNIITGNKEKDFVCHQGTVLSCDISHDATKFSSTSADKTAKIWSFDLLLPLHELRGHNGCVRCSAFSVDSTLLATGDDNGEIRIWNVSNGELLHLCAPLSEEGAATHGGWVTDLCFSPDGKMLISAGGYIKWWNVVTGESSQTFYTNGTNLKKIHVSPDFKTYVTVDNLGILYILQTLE
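detection = Rh110 fluorescence intensity | test system = biochemical Apaf-1 apoptosome reconstitution | also added = cytochrome c and DEVD-Rh110 substrate | schedule = 30 min plus 50 min, RT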
SENP7 inh: SENP7 protease inhibitors, primary screen, biochemical, luminescence, uHTS; recombinant SENP7, Z-RLRGG-aminoluciferin luminescence, 40 min; 330,000 tested, 1.5% active; inhibition, % at 5 µM;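 active = inhibition above about 50% at the single test dose, limit read from the data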;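 note: plate controls were DMSO with enzyme for no effect and no enzyme buffer wells for full effect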
Numbers without * were called inactive; . = no result given.

No.	Structure	SENP8 block-1	SENP8 block-2	SENP6 inh	PfGluPho inh	SENP1 FRET inh	HKDC1 inh	Apaf1 inhib	SENP7 inh
1	CCOC(=O)N1CCN(C(=O)c2ccc3c(c2)N(Cc2ccc(F)cc2)CCS3)CC1	4.5	-464.2	2.4	24.2	1.2	1.4	22.8	1.8
2	O=C(COC(=O)Cn1cnc2ccccc2c1=O)Nc1ccc(Cl)c(C(F)(F)F)c1	-0.8	19.3	-3.0	17.0	1.4	-1.3	-1.5	-1.5
3	CC(=O)c1ccc(NC(=O)CN2CCOCC2)cc1	7.9	7.6	23.7	21.8	3.0	-4.0	-1.2	6.1
4	O=C(Nc1ccccc1C(=O)O)c1ccccc1	21.4	-3.2	29.9	3.4	2.1	1.3	0.4	-0.5
5	CCN1C(=O)C(O)(CC(=O)c2c(C)coc2C)c2ccccc21 (stereo not drawn)	-3.3	6.5	3.5	15.1	1.7	-12.1	-13.5	0.9
6	Cc1ccc(S(=O)(=O)N2C=CC(C(F)(F)F)=NCC2)cc1	-7.8	21.4	-8.3	-10.8	-3.8	-1.7	3.3	-7.5
7	CC1CC(=O)Nc2ccccc2N1C(=O)CSc1ccc2ccccc2n1 (stereo not drawn)	-8.2	0.9	-6.6	35.3	0.2	0.4	10.2	-2.7
8	Cc1ccccc1NS(=O)(=O)CCCCC(Cl)(Cl)Cl	7.9	-1.8	-40.5	-6.4	-0.3	13.9	7.3	-4.6
9	CCCCN1C(=O)/C(=C(/C#N)C(N)=O)c2ccccc21	-12.6	14.5	-8.7	-6.9	1.2	-19.6	4.3	-10.5
10	Cc1nnc(SCC(=O)Nc2ccc(F)cc2F)n(N)c1=O	4.7	4.2	-7.8	1.3	0.1	-5.7	-16.8	-7.3
11	O=C(OCC(=O)c1ccc(Cl)s1)c1cncc(Br)c1	1.8	9.1	6.8	-5.8	-5.7	-1.3	-0.2	-0.2
12	COc1ccc(C)c(Cn2c(-c3nonc3N)nc3ccccc32)c1	0.9	11.9	-0.3	9.1	-8.6	-5.3	-7.5	5.7
13	CN(C)c1cccc2c(S(=O)(=O)N3CCCC3)cccc12	8.2	-182.8	13.0	1.4	23.5	8.7	13.6	7.4
14	Cc1nnc2n(C)c(=O)c3c4c(sc3n12)COC(C)(C)C4	0.4	16.4	-14.2	14.2	4.7	5.5	3.5	-5.1
15	O=C(NCC1CCCO1)C1CC1(c1ccccc1)c1ccccc1 (stereo not drawn)	-5.6	0.3	-6.9	19.0	-0.8	-15.5	0.0	2.6
16	CC(=O)Nc1ccc(S(=O)(=O)NCC(=O)OCc2cc(=O)oc3ccc4ccccc4c23)cc1	3.8	-342.3	4.1	8.6	-52.3	23.6	-3.2	-4.7
17	COC(=O)c1cc(S(=O)(=O)N(C)Cc2ccco2)c[nH]1	4.6	12.7	-4.3	-17.0	2.3	-1.5	-4.1	-3.6
18	O=C(CSc1nc2scc(-c3ccco3)c2c(=O)n1-c1ccccc1)N1CCOCC1	5.1	-7.7	-1.6	0.7	-3.1	7.3	3.5	1.9
19	Cc1cc(C=O)c(C)n1-c1ccc(Oc2ccc([N+](=O)[O-])cn2)cc1	-0.7	20.9	-7.9	-10.1	0.0	14.6	-2.7	-8.7
20	Cc1ccc(NC(=O)CN(C)C(=O)COC(=O)C(C)(C)Oc2ccc(Cl)cc2)cc1	1.8	-2.3	4.1	12.6	1.7	5.4	9.2	-3.6
21	Cc1ccc(NC(=O)CN(C)S(=O)(=O)c2ccc3c(c2)n(C)c(=O)c(=O)n3C)cc1	-8.6	-40.8	-16.9	-11.8	-0.7	-5.6	-0.4	-10.9
22	CC1CCCCN1c1nnc(N)s1 (stereo not drawn)	0.2	3.1	7.5	-13.6	1.3	-9.4	-21.5	7.8
23	CC(C)(C)c1ccc(/C=N/OCC(=O)NCc2ccccc2)cc1	-0.4	19.9	-10.0	20.9	-0.5	-2.2	10.0	2.9
24	Cc1ccc(C(=O)Nc2ccccc2C(=O)NC(C(=O)O)C(C)C)cc1 (stereo not drawn)	11.0	0.4	41.7	35.4	0.5	7.3	0.1	-1.4
25	O=C(NCc1cccc(C(F)(F)F)c1)N1CCN(S(=O)(=O)c2ccccc2F)CC1	-0.6	18.3	-8.5	0.1	1.2	-4.3	7.9	-4.1

Quoted from above: nos. 1–2
No.	Structure	SENP8 block-1	SENP8 block-2	SENP6 inh	PfGluPho inh	SENP1 FRET inh	HKDC1 inh	Apaf1 inhib	SENP7 inh
1	CCOC(=O)N1CCN(C(=O)c2ccc3c(c2)N(Cc2ccc(F)cc2)CCS3)CC1	4.5	-464.2	2.4	24.2	1.2	1.4	22.8	1.8
2	O=C(COC(=O)Cn1cnc2ccccc2c1=O)Nc1ccc(Cl)c(C(F)(F)F)c1	-0.8	19.3	-3.0	17.0	1.4	-1.3	-1.5	-1.5

Additional compounds:
No.	Structure	SENP8 block-1	SENP8 block-2	SENP6 inh	PfGluPho inh	SENP1 FRET inh	HKDC1 inh	Apaf1 inhib	SENP7 inh
26	COC(=O)c1ccccc1NC(=O)c1ccc(-c2ccccc2F)o1	-2.1	-218.4	-30.0	-6.4	1.0	-8.4	3.6	9.4
27	O=C1CCN(C2CCN(Cc3nc(Cc4ccccc4F)no3)CC2)CCN1	-1.6	11.4	-10.9	2.9	-3.7	-5.7	-11.8	1.4
28	Cc1cccc(C(=O)N/N=C2/SCC(=O)N2Cc2ccccc2)c1	-4.6	8.2	-36.5	-4.2	2.3	1.4	-3.2	-7.5
29	CC1CCN(S(=O)(=O)CCNC(=O)c2ccc3c(c2)OCO3)CC1	-12.3	9.2	-8.0	1.8	0.1	4.4	6.4	-1.5
30	CCOC(=O)C(C)Oc1cccc2c(=O)n(CC(=O)Nc3cccc(OC)c3)ccc12 (stereo not drawn)	6.5	-52.6	-2.3	5.0	2.5	-3.9	-4.8	-2.8
31	CCCN1CCN(CCCNC(=O)Cn2nc(-c3ccc(Cl)cc3)ccc2=O)CC1	1.8	0.5	-5.0	-9.6	0.4	-10.3	6.3	0.2
32	COc1ccccc1C(=O)NCC(=O)OCC(=O)NNC(=O)c1ccc(Br)cc1	-6.1	12.3	-2.3	10.5	1.8	-4.8	-1.1	-10.3
33	COC(=O)c1c(NC(=O)CSc2ncn[nH]2)sc(C)c1C	-5.5	0.2	-22.4	.	-3.6	.	5.4	9.0
34	Cn1ccnc1SCC(=O)c1cccc(Br)c1	-16.1	16.9	-8.9	3.6	2.1	1.2	-10.3	-15.0
35	COc1ccc(C(c2nnnn2C2CCCCC2)N2CCN(c3ccc(OC)cc3)CC2)cc1 (stereo not drawn)	-2.0	14.4	-2.4	18.4	2.0	-0.5	14.3	3.4
36	CSc1ccccc1NC(=O)c1ccccc1N(C)S(C)(=O)=O	-0.1	9.6	0.4	-8.0	1.9	5.1	-7.9	6.2
37	Cc1nn(-c2ccccc2)c(Cl)c1/C=C1\SC(=S)NC1=O	0.5	18.7	1.6	-13.1	8.3	2.0	-9.7	40.5
38	COc1ccccc1C(=O)Nc1nsc(-c2ccccc2)n1	27.8	10.7	61.1*	16.6	2.4	-5.1	-7.6	53.2*
39	O=C(NCCO)/C(=C\c1ccc([N+](=O)[O-])o1)NC(=O)c1ccccc1	0.1	25.5	-11.3	6.3	9.9	-1.9	3.6	4.3
40	CCOc1ccc2nc(NC(=O)CSc3nc(-c4ccccc4)c(C#N)c(=O)[nH]3)sc2c1	4.6	-25.0	27.7	-60.5	-6.3	-2.5	17.4	-7.8
41	CC(C)(C)c1ccc(C(=O)NNC(=O)C2CCCCC2)cc1	0.5	12.7	-7.9	-8.5	2.3	-7.1	2.3	7.4
42	COc1ccc(NS(=O)(=O)NC(=O)c2c(C)n(C)c3ccccc23)cc1	-5.1	39.1*	-10.4	3.5	-1.8	6.6	-2.4	-13.5
43	Cc1ccc(NC(C)c2cc(Cl)ccc2O)cc1 (stereo not drawn)	-1.6	10.6	-12.9	24.4	-0.4	-0.2	20.9	1.4
44	Cc1ccc(-c2n[nH]c(=O)c3ccccc23)cc1S(=O)(=O)NCCO	-3.7	13.8	-10.8	9.9	1.9	-6.3	-9.7	2.8
45	Cc1onc(-c2ccccc2)c1C(=O)Nc1ccccc1NC(=O)c1c(-c2ccccc2)noc1C	4.2	11.9	-10.9	1.0	0.2	-2.0	14.4	-2.0
46	C#CCn1c(S(=O)(=O)Cc2ccccc2Cl)nc(-c2ccccc2)c1-c1ccccc1	5.2	11.3	-6.3	-23.1	1.7	-1.4	1.4	1.4
47	O=C(CC(C(=O)O)C1CCCO1)NCCc1ccc2c(c1)OCO2 (stereo not drawn)	-0.7	-5.8	-0.9	-0.8	-0.1	6.4	-11.9	-8.2
48	O=C(OCC(=O)N1CCOCC1)c1ccccc1OCc1ccccc1Cl	9.0	18.6	3.1	-3.8	2.4	-2.2	3.9	-3.6
49	O=C1CC2c3ccccc3C1C1C(=O)N(CCO)C(=O)C21 (stereo not drawn)	0.0	6.7	-1.8	0.6	2.9	-7.4	-14.9	-3.0
50	COc1cc(NC(=O)COC(=O)CNC(=O)c2ccc(C)cc2)c(C)cc1[N+](=O)[O-]	-11.0	-0.1	-1.7	-10.5	0.2	-6.2	8.2	-5.0
51	Cc1cccc(-n2c(O)c(C=Nc3ccccc3-c3n[nH]c(=S)[nH]c3=O)c3ccccc3c2=O)n1	1.7	-15.5	-6.2	1.8	-98.1	26.7	-16.8	4.4
52	Cc1ccc(S(=O)(=O)N2CCN(C3CC(=O)N(CCc4ccccc4)C3=O)CC2)cc1C (stereo not drawn)	-0.8	7.7	-4.7	4.0	-0.2	-6.3	-0.3	1.3

Ordered by value in HKDC1 inh (low to high): 3 of the compounds above.
No.	mol	SENP8 block-2	SENP6 inh	PfGluPho inh	SENP1 FRET inh	HKDC1 inh	SENP7 inh
48	O=C(OCC(=O)N1CCOCC1)c1ccccc1OCc1ccccc1Cl	18.6	3.1	-3.8	2.4	-2.2	-3.6
43	Cc1ccc(NC(C)c2cc(Cl)ccc2O)cc1 (stereo not drawn)	10.6	-12.9	24.4	-0.4	-0.2	1.4
4	O=C(Nc1ccccc1C(=O)O)c1ccccc1	-3.2	29.9	3.4	2.1	1.3	-0.5
